High-throughput results as filed in PubChem.
T cell HTS = modulators of CD8 T cell-vesicle binding, primary screen, mouse 2C CD8+ T cells, flow cytometry. 2C CD8+ T cell-vesicle binding; hits give low values. actives 0.068% (n = 330,000). calls only at 7 µM;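 active = response, share of CD8 T cells binding vesicles, and their 90th percentile fluorescence all below set limits, cut at about 80% in these data, passing the limit was not always enough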
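Material: 2C TCR transgenic mouse naive CD8+ T cells, MACS-purified. Also added: QL9-charged Drosophila Ld/ICAM-1/B7-1 vesicles. Timing: binding 1.5 h at 37 °C. Measured by: high-throughput flow cytometry with anti-B7-1 and anti-CD8 staining. Read-out: percent CD8+ FL2 mean versus row control. Controls: Unloaded micro-vesicles (low), QL9 vesicles with 0.7% DMSO (high).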
TNAP activation fold = human TNAP enzyme activators, primary screen, biochemical, luminescent, no phosphate acceptor, uHTS (AID 1001); Alkaline phosphatase, tissue-nonspecific isozyme (Homo sapiens); activation fold at 20 µM, or EC50 in µM where a hit was titrated; actives 0.03% (n = 200,000); purified TNAP, luminescent activation assay, no phosphate acceptor; higher activation fold means a stronger effect; in the data active = activation fold from about 3, or a potency from the dose series; inactive = the rest, 99 in 100 with activation fold below about 1.6; note: many of its hits are not listed in these tables
NTR1 agonist = agonists of NTR1, primary screen, imaging, U2OS cells, beta-arrestin-GFP, high content (AID 493036) | activation, % at 20 µM | actives 0.17% (n = 330,000) | NTR1-U2OS beta-arrestin-GFP spot imaging, agonist mode | Neurotensin receptor type 1 (Homo sapiens), P30989;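 active = activation at or above 40% of the spot to cytoplasm intensity ratio, with at least 20 cells analyzed; inconclusive = wells under 20 cells, flagged as cytotoxic or low count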;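 note: 0% = DMSO without peptide and 100% = 100 nM NTR1 peptide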
Target sequence (P30989 whole entry, looked up): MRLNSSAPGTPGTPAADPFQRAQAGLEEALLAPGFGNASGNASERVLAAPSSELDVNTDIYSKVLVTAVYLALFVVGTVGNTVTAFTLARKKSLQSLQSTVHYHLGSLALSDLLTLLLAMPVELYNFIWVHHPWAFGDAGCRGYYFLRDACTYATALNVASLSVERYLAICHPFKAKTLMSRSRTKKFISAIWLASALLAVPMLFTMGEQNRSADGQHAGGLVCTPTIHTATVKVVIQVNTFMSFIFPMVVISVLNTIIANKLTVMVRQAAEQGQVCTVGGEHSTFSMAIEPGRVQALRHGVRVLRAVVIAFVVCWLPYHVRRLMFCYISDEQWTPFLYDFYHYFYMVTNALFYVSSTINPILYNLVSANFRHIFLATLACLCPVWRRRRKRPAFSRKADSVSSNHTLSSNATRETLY
Myeloid diff MLP = induction of myeloid progenitor differentiation, primary screen, cell-based, flow cytometry, MLPCN library | calls only at 10 µM | actives 1% (n = 360,000) | ER-HoxA9 myeloid progenitors, lysozyme-GFP differentiation | AID 624256, 2012;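 active = normalized GFP-positive differentiation at or above the plate's own cutoff, the solvent-only control mean plus 3 SD; inconclusive = no clear call, values can overlap the other calls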;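 note: cells exposed to compound for four days before flow analysis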
SV40 large T antigen = SV40 large T antigen inhibitors, biochemical (AID 1903); actives 0.39% (n = 310,000); SV40 large T antigen ATPase/helicase inhibition assay; higher % means a stronger effect; one-dose inhibition, % at 20 µM; IC50 in µM for titrated hits; in the data active = a potency from the dose series; inconclusive = inhibition mostly from about 32% at the one dose, without a potency; inactive = the rest, 99 in 100 with inhibition below about 32%; note: strong numbers were not always called active
UTI89 phage lysis = inhibition of K1F phage lysis, E. coli UTI89, bacterial capsule biogenesis inhibitors, alamar blue (AID 488966) | inhibition, % at 100 µM, or IC50 in µM where a hit was titrated | E. coli UTI89 K1F phage lysis, alamar blue, 2 h; higher % means a stronger effect | actives 0.02% (n = 340,000);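 active = phage lysis inhibition, versus mean bacterial control, above a set limit; inconclusive = no clear call, values can overlap the other calls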;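 note: capsule biogenesis inhibitors block K1F phage lysis so surviving cells raise fluorescence; higher fluorescence means more inhibition of phage lysis; actives were called in the ten point dose series up to 300 µM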
PhoP inhibition = inhibitors of PhoP regulon expression, primary screen, Salmonella Typhimurium, GFP reporter (AID 1863); S. Typhimurium PhoP-regulated promoter GFP reporter, 4 h; higher % means a stronger effect; inhibition, % at 50 µM; hits with a dose series show IC50 in µM; actives 0.16% (n = 300,000);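 active = inhibition over 29.93%, a cutoff 3 SD above the screen mean, later confirmed by dose response; inconclusive = inhibition over 29.93% but no dose response follow-up; inactive = inhibition at most 29.93% or unconfirmed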;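 note: 0% = low Mg2+ inducing control and 100% = high Mg2+ repressing control; strong numbers were not always called active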
Rac1 GTP hydrolysis = MgcRacGAP GTPase-activating activity inhibitors, confirmation, biochemical, ADP Hunter fluorescence. actives 0.6% (n = 340,000). MgcRacGAP-stimulated Rac1 GTP hydrolysis, ADP Hunter fluorescence; higher % means a stronger effect; GST-tagged Rac1 F28L mutant substrate. inhibition, % at 30 µM; hits with a dose series show IC50 in µM. Rac GTPase-activating protein 1 (Homo sapiens);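 active = first-screen hits whose inhibition reached a set limit at any dose in the follow-up dose series; inconclusive = inhibition above the set first-screen limit but never retested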;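 note: fluorescence reports GDP produced by GAP-driven GTP hydrolysis; strong numbers were not always called active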
RSV CPE inhibition = RSV antiviral activity via CPE protection, HEp-2 cells, primary 10 µM value included (AID 2391). HEp-2 cells, RSV-induced CPE inhibition; higher % means a stronger effect. CPE inhibition, % at 10 µM; hits with a dose series show IC50 in µM. actives 0.13% (n = 310,000); in the data active = a potency from the dose series; inconclusive = CPE inhibition mostly from about 23% at the one dose, without a potency; inactive = the rest, 99 in 100 with CPE inhibition below about 21%; note: strong numbers were not always called active
T cell HTS vesicle-bound % = second read-out of T cell HTS, no call of its own (marks repeat the call); double positive events, %; measured here: CD8+ vesicle-bound cell fraction;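 binding gate set so that unloaded-vesicle control wells show 10% double positive cells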
NTR1 agonist cell count 20 µM = recorded beside NTR1 agonist, whose call it bears; cell count; measured here: cell count, cytotoxicity flag
Myeloid diff MLP GFP+ MAC1+ % = second read-out of Myeloid diff MLP, no call of its own (marks repeat the call); GFP+ MAC1+ double positive, %; measured here: differentiation confirmed by MAC1 staining
Starred values were filed as active, the others as inactive; i = inactive; ? = inconclusive; nt = no result given; + = active, no number; [ ] = dose if it differs, or a comment.

SMILES	T cell HTS	T cell HTS vesicle-bound %	TNAP activation fold	NTR1 agonist	NTR1 agonist cell count 20 µM	Myeloid diff MLP	Myeloid diff MLP GFP+ MAC1+ %	SV40 large T antigen	UTI89 phage lysis	PhoP inhibition	Rac1 GTP hydrolysis	RSV CPE inhibition
c1ccc(CC(Nc2ccccn2)c2ccccc2)cc1 (stereo not given)	i	60.0	1	1.7	84	i	0.4	16.1%	0.0%	-2.6%	2.5%	0.9%
Clc1cccc(Cc2nn[nH]n2)c1	i	61.8	1.1	-3.5	50	i	1.2	7.8%	5.3%	-7.9%	3.0%	-0.1%
COc1ccc(C2c3[nH]c4ccccc4c3C[C@H]3C(=O)N(CC(C)C)CC(=O)N23)c(OC)c1 (stereo not given in full)	i	23.9	nt	1.2	93	i	0.4	15.9%	2.2%[50 µM]	8.2%	8.8%	3.9%
Cc1cnc(C(=O)Nc2ccc(C(=O)N3CCCCC3)cc2)cn1	i	50.3	1.1	1.9	62	i	1.2	2.6%	0.7%	-0.6%	5.0%	3.5%
COc1ccc(CNS(=O)(=O)c2ccc3oc(C(=O)O)c(C)c3c2)cc1	i	54.9	1.1	1.0	78	i	7.5	-11.9%	-0.2%	15.4%	9.1%	0.5%
Cn1c(=O)c2c(nc(N3CCC(C(N)=O)CC3)n2CCSc2nc3ccccc3s2)n(C)c1=O	i	32.6	nt	-0.3	53	i	0.2	2.2%	0.3%	nt	8.3%	1.4%
COC(=O)[C@]1(C)N[C@H](CN(C)C(=O)c2ccc(C(C)(C)C)cc2)[C@@H]2C(=O)N(Cc3ccccc3)C(=O)[C@@H]21	i	40.0	nt	-1.0	53	i	1.4	nt	0.2%	nt	3.7%	nt
CSc1ccccc1NC(=O)C1CCCN(S(C)(=O)=O)C1 (stereo not given)	i	65.0	nt	-0.4	57	i	0.5	13.0%	-0.2%	2.4%	-1.0%	1.5%
CC(NC(=O)c1ccc(Br)o1)c1ccc(-n2ccnc2)cc1 (stereo not given)	i	45.0	nt	1.5	32	i	2.4	nt	-0.1%	nt	2.9%	nt
C=C1CCC[C@]2(C)C[C@H]3OC(=O)C(CN(Cc4ccc(OC)c(OC)c4)CC(C)O)[C@H]3CC12 (stereo not given in full)	i	49.5	nt	4.8	98	i	0.8	6.7%	0.3%	4.0%	8.4%	5.1%
CCCCSc1nnc(CSc2ncccn2)n1C	i	37.5	1	2.0	65	i	0.5	18.0%	0.2%	-4.8%	-3.1%	-1.6%
COC(=O)c1cnc[nH]1	i	15.4	nt	2.1	61	i	6.0	18.2%	0.6%	-1.6%	2.0%	-0.9%
CC[C@]12c3[nH]c4ccccc4c3CCN1C(=O)C(CC(=O)NCCc1ccccn1)C[C@@H]2C(=O)N1CCN(C(=O)c2ccco2)CC1 (stereo not given in full)	i	8.6	nt	0.6	54	i	4.1	nt	0.0%	nt	-2.0%	nt
CCc1ccc(Nc2nc3ccccc3c(=O)s2)cc1	i	33.0	1.1	1.5	60	i	0.4	9.2%	3.8%	-12.9%	-3.7%	-0.6%
CC(c1ccco1)N(C(=O)c1cccc(Br)c1)c1ccccn1 (stereo not given)	i	24.0	nt	-0.3	57	i	0.4	1.1%	-0.3%	-1.2%	-0.2%	6.2%
O=C(C1=C(O)C(=O)N(Cc2cccnc2)C1c1cccc(Oc2ccccc2)c1)c1ccco1 (stereo not given)	i	49.7	nt	-0.8	41	i	0.4	nt	-0.5%[50 µM]	nt	7.2%	nt
COc1ccc2c(c1)Cc1sc(NC(=O)c3cccs3)nc1-2	i	36.9	1.1	10.7	98	i	0.6	26.2%	0.0%	-10.8%	7.1%	7.1%
CC(C)/C=C/C(=O)N1CCC(N2CCC(C(=O)NCc3ccccn3)CC2)CC1	i	8.4	nt	-1.1	56	i	7.2	-1.2%	0.2%	1.1%	-4.0%	-1.5%
COc1cccc(N(C(=O)Cn2nnc(-c3ccc(F)cc3)n2)C(C(=O)NCC2CCCO2)c2ccc(Cl)cc2)c1 (stereo not given)	i	36.5	1.1	4.9	51	i	0.9	13.1%	-0.4%	-0.8%	1.1%	1.6%
CCOC(=O)Cc1csc(NC(=O)CSc2nc(-c3ccccc3)c(C#N)c(=O)[nH]2)n1	i	51.4	1.1	0.0	55	i	0.3	7.3%	-1.8%	0.7%	-3.4%	-1.3%
CC(=O)c1cccc(NC(=O)C(C)OC(=O)C2=NNC(=O)CC2)c1 (stereo not given)	i	46.6	nt	2.6	59	i	1.0	nt	0.1%[50 µM]	nt	-1.7%	nt
CC(=O)c1ccc(Nc2nc(=O)c3cccnc3s2)cc1	i	37.9	1.1	-1.9	36	i	0.7	-7.8%	1.1%	6.2%	12.0%	-0.5%
CC(C)CN1CCC(C(=O)NCC2CCCO2)CC1 (stereo not given)	i	59.2	1.1	-1.4	34	i	0.9	-133.4%	-0.8%	-4.5%	26.3%	0.0%
CC(=O)c1cccc(NC(=O)N2C3CCC2CC(NC(=O)Nc2ccccc2)C3)c1 (stereo not given)	i	39.9	1	-1.6	84	i	0.3	nt	0.1%	nt	10.8%	0.0%
COCCNC(=O)CN1C(=O)CSc2cc(S(=O)(=O)N3CCCCCC3)ccc21	i	45.1	nt	-0.1	49	i	3.5	nt	0.5%	nt	3.3%	-0.2%
Following part:
SMILES	T cell HTS	T cell HTS vesicle-bound %	TNAP activation fold	NTR1 agonist	NTR1 agonist cell count 20 µM	Myeloid diff MLP	Myeloid diff MLP GFP+ MAC1+ %	SV40 large T antigen	UTI89 phage lysis	PhoP inhibition	Rac1 GTP hydrolysis	RSV CPE inhibition
Cc1ccccc1NC(=O)CN1C(=O)N/C(=C\c2cccn2-c2cccc(C(=O)O)c2)C1=O	i	24.6	1	0.5	45	i	0.3	30.8%	-0.8%	4.0%	26.8%	1.3%
Nc1ccc(C#Cc2ccc3c(=O)c4ccccc4oc3c2)cc1	i	27.9	nt	-1.1	59	i	5.3	6.8%	-0.1%	-2.0%	1.3%	9.8%
CCOc1ccc(Br)cc1C(=O)Nc1ccc(C(=O)NCC(C)C)cc1	i	14.2	1	0.2	37	+	5.7*	9.8%	1.2%[50 µM]	7.8%	-4.2%	4.6%
COc1ccccc1C(NC(C)=O)c1cc(Cl)c2cccnc2c1O (stereo not given)	i	17.4	nt	6.1	79	?	nt	3.7%	0.3%	-0.1%	5.3%	6.4%
COc1cc(CCN2C(=O)c3cccc4cccc(c34)C2=O)c(S(=O)(=O)N2CCC(C)CC2)cc1OC	i	41.1	1	7.9	53	i	1.0	4.2%	1.4%	-3.0%	-3.0%	2.6%
Cc1ccc(S(=O)(=O)NCCC(=O)OCC(=O)N(Cc2ccccc2)C(C)(C)C)cc1	i	35.8	nt	2.3	62	i	0.7	16.8%	0.8%[50 µM]	2.8%	0.1%	2.9%
O=C(O)CCCNS(=O)(=O)c1ccc(Br)s1	i	22.1	1	0.8	54	i	1.3	-1.4%	2.6%	20.4%	1.4%	0.8%
COc1ccc(C)cc1S(=O)(=O)NC1CCCC1	i	27.1	1.1	-0.1	43	i	1.5	15.7%	-0.2%	1.9%	8.0%	0.8%
COc1ccccc1-c1nc(-c2ccncc2)no1	i	26.0	1	0.4	60	i	1.9	10.2%	0.8%	2.6%	7.1%	12.4%
COc1cc2c(cc1NC(=O)/C=C/c1ccc([N+](=O)[O-])cc1)oc1ccccc12	i	50.5	1	1.0	49	i	0.8	6.6%	-0.2%	-14.1%	-5.8%	1.3%
O=C(NCc1ccco1)N1c2ccccc2Sc2ccccc21	i	16.2	1.1	1.3	54	i	6.5	16.0%	7.7%	2.0%	5.9%	0.3%
CCCC1CCc2c(sc(NC(=O)c3cccs3)c2C(N)=O)C1 (stereo not given)	i	10.0	1	1.4	58	i	3.7	-1.0%	0.4%	-0.6%	8.7%	0.1%
CCc1ccccc1OCC(=O)Nc1cccc(S(=O)(=O)N2CCCC2)c1	nt	nt	nt	1.4	71	i	1.6	nt	0.1%[50 µM]	nt	5.2%	nt
Cc1cc2cc(C#N)c(N3CCOCC3)nc2cc1Cl	i	19.8	nt	5.4	53	i	1.1	7.0%	0.0%	-7.9%	9.6%	5.1%
Cn1cnc2c1c(=O)[nH]c(=O)n2C	i	72.2	nt	0.2	49	nt	nt	9.1%	nt	-5.8%	nt	-1.1%
Fc1cccc(Cl)c1CN1CCN(c2nc3ccccc3s2)CC1	i	20.0	nt	nt	nt	i	0.3	-3.1%	1.7%[50 µM]	7.4%	5.1%	14.3%
Cc1nc2ccccc2nc1N/N=C/c1ccc(O)cc1	i	17.8	nt	0.8	77	i	0.6	28.1%	0.8%	-3.1%	29.2µM*	-0.7%
Cc1cccc(NC(=O)CCOc2ccccc2)c1	i	43.4	1.2	0.9	40	i	1.4	4.8%	0.6%	-6.0%	2.8%	0.7%
COc1ccccc1OCC(=O)Nc1ccc(S(=O)(=O)N(C)c2ccccc2)cc1	i	10.6	nt	6.0	44	i	3.2	28.4%	0.0%	-1.1%	4.5%	3.5%
Cn1cc(CN2CCCC(CO)(Cc3cccc(Cl)c3)C2)cn1 (stereo not given)	i	20.8	1.1	-0.3	70	i	0.6	8.9%	0.3%	-10.9%	8.8%	-2.3%
COc1ccccc1CC(Cc1nc2ccccc2[nH]1)c1nc2ccccc2[nH]1 (stereo not given)	i	25.9	2.8	-0.5	21	i	0.0	5.1%	-1.6%	-0.1%	-1.8%	0.7%
Cn1cc(/C=N\NC(=O)C2COc3ccccc3O2)c2ccccc21 (stereo not given)	i	38.0	1.1	4.4	51	nt	nt	10.3%	nt	12.6%	nt	-0.8%
O=C(Oc1ccc([N+](=O)[O-])cc1)C1CC(=O)N(c2ccc3c(c2)OCCO3)C1 (stereo not given)	i	58.7	nt	0.9	46	i	1.1	nt	1.1%	nt	0.3%	nt
